# Furin inh – inhibitors of human furin; P09958; inhibition, % at 30 µM; actives 0.061% (n = 220,000); AID 463115; purified furin, fluorogenic substrate cleavage; in the data active means inhibition above about 25%; further: inactives centre near -15
# RBBP9 inhibitor – human RBBP9 hydrolase inhibition; recombinant RBBP9, FP-Rh probe fluorescence polarization; inhibition, % at 7.94 µM; actives 0.2% (n = 220,000); AID 1515;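 active means inhibition above the campaign mean of all tested compounds plus 3 SD, cut at about 14% in these data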;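 further: plate controls were DMSO wells with RBBP9 for no effect and wells lacking RBBP9 protein for full effect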
#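 Material: RBBP9 protein. Amount: RBBP9 at 2.5 µM in dispensed solution, before mixing. Schedule: 30 min then 45 min, 25 °C. Medium: Tris buffer pH 8.0, NaCl, Pluronic. Measured by: fluorescence polarization. Measure: percent inhibition from mP, scaled between DMSO and no-protein wells. Replication: one well per compound.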
# m-calpain inh – blocks pig calpain II enzyme activity; inhibition, % at 16 µM; purified calpain II, fluorogenic peptide substrate, 30 min; actives 0.37% (n = 220,000);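 active means inhibition above about 50%, limit read from the data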
# p97 ATPase inh – blocks human p97 ATPase activity; P55072; recombinant p97 ATPase, Kinase-Glo ATP luminescence, 3 h; inhibition, % at 8 µM; actives 0.42% (n = 220,000); AID 1481; in the data active means inhibition above about 15%;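 further: 0% = DMSO vehicle and 100% = wells lacking enzyme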
# Target sequence (P55072 whole entry, looked up): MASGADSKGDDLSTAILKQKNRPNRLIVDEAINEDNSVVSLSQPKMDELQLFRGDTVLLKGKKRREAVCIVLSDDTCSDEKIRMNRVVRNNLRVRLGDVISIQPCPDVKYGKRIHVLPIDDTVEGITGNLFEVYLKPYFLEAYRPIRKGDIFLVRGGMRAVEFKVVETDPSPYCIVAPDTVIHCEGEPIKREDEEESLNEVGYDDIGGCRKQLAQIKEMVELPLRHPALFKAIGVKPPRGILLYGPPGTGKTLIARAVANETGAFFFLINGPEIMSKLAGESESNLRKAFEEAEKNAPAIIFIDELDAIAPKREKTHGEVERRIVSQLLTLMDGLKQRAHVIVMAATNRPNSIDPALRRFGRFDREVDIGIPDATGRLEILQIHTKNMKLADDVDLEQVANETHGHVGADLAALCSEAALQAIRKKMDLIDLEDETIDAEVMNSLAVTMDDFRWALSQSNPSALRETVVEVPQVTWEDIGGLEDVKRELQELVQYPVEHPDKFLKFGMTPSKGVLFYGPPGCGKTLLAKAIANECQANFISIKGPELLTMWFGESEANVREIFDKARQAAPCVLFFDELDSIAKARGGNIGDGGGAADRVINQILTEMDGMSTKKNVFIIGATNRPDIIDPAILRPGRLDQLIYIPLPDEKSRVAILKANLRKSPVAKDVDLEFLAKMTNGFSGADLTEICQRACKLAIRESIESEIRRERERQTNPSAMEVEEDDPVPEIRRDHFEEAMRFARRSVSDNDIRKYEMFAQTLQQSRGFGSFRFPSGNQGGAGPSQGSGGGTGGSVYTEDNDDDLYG
# EBV gp42 inh – inhibitors of Epstein-Barr virus glycoprotein 42; inhibition, % (tested at 21.74 µM); Fluorescence polarization binding assay, mP read-out; actives 0.42% (n = 220,000); AID 1085; Q1HVG2; in the data active means inhibition above about 50%
# Target sequence (Q1HVG2 whole entry, looked up): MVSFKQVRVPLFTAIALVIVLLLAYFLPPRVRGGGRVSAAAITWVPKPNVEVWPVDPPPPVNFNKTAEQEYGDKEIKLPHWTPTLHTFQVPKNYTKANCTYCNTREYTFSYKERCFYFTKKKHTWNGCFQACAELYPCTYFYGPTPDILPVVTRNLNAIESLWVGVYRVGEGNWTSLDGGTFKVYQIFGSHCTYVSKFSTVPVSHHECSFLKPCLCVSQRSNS
# Runt-CBFb FRET – Runt domain-CBFb interaction inhibition | Cerulean-Runt/Venus-CBFb FRET ratio 530/480, 1 h | AID 1496 | Q01196+Q13951 | inhibition, % at 20 µM | actives 0.46% (n = 220,000);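 active means inhibition over about 50% at 20 µM in the single-dose screen, limit read from the data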;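 further: 0% = DMSO wells and 100% = excess unlabeled CBFb competitor control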
#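 Reagent – Venus-CBFb binding partner, 100 nM · Assay system – Cerulean-tagged RUNX1 Runt domain (FRET donor) fusion protein · Input – 100 nM per protein · Incubation – two 1 h room-temperature incubations shielded from light · Measured by – FRET fluorescence · Medium – Tris buffer pH 7.5 with salts and BSA · Benchmarks – unlabeled CBFb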
# Tb hexokinase – T. brucei hexokinase 1 inhibition | inhibition, % at 10 µM | recombinant TbHK1, G6PDH-coupled NADH A340 | actives 0.11% (n = 220,000);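 active means inhibition of 50% or more in the single-dose primary screen; inactive means inhibition below 50%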
# p47phox inh – p47phox (human) inhibition | inhibition, % at 24.7 µM | actives 0.53% (n = 220,000) | AID 1274 | p47phox/p22phox peptide binding, fluorescence polarization, 2 h | P14598;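 active means inhibition above about 30%, limit read from the data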;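 further: 0% = p47phox with labelled peptide and 100% = labelled peptide alone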
# Runt-SMMHC FRET – Runt domain-CBFb-SMMHC interaction inhibition | inhibition, % at 20 µM | Q01196+Q13951 | Cerulean-Runt/Venus-CBFb-SMMHC FRET ratio 530/480, 1 h | actives 0.74% (n = 220,000);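 active means mean inhibition across duplicate retests at 20 µM reaching about 50%, limit read from the data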;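 further: 0% = DMSO wells and 100% = wells with excess untagged CBFb-SMMHC; inhibitors lower the FRET ratio by blocking Runt binding to CBFb-SMMHC; some results filed as inactive read as strong as hits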
# Numbers without * were called inactive; i = inactive; nt = not tested or not shown; [ ] = remark or other dose. Rows are unselected (roughly 2.7% active in at least one column).
SMILES,Furin inh,RBBP9 inhibitor,m-calpain inh,p97 ATPase inh,EBV gp42 inh,Runt-CBFb FRET,Tb hexokinase,p47phox inh,Runt-SMMHC FRET
Cn1c(=O)oc2cc(S(=O)(=O)NCCC(=O)N3CCc4ccccc4C3)ccc21,-3[20 µM],-8,-14,-1,-22,3,-1,-6,0
CCOc1ccc(N2C(=O)CC(NCC3CCCO3)C2=O)cc1 (stereo not drawn),-25,7,11,8,-12,3,-6,-1,2
CC(C)CCNC(=O)c1cnn2c(C(F)(F)F)cc(-c3ccco3)nc12,-8,-6,-259,4,8,-4,-9,-12,-7
O=C(NC1CCCCC1)NC1CCN(C(=S)NCc2ccco2)CC1,-6[20 µM],-6,-10,4,1,16,-1,-1,5
O=C(Cc1coc2ccc3ccccc3c12)Nc1nnc(C2CC2)s1,-32[20 µM],-10,-39,0,-14,1,-12,-25,8
CC(C)(C)c1ccc(C(=O)N/C(=C\c2ccco2)C(=O)O)cc1,-9,-2,16,4,-4,6,3,5,-2
Cc1ccc(-n2nnnc2SCC(N)=O)c(C)c1,-18[20 µM],-3,1,0,-2,-1,7,-10,-2
O=c1[nH][nH]c(-c2ccccc2)c1C=Nc1cccc(Cl)c1,0,-6,-13,5,-1,-2,-5,-3,4
COc1ccc(/C=N/NC(=O)c2ccccc2)cc1CN1CCN(c2ccc(F)cc2)CC1,-21[20 µM],-9,-19,2,-12,-1,-3,-4,0
O=C(Nc1nc(-c2ccc(S(=O)(=O)N3CCCC3)cc2)cs1)c1ccco1,-19[20 µM],-13,-32,6,-21,2,-2,-23,2
CN(C)C(=O)CSc1n[nH]c(=O)[nH]c1=O,-12,-11,6,1,1,1,6,-1,-5
Cc1ccccc1NC(=O)c1cnc2ccccn2c1=O,-10,-2,-5,0,-13,-2,-30,-10,0
CCCC(=O)N/C(N)=N/c1nc(C)c2cc(C)ccc2n1,-5,-7,-15,3,5,-1,-12,-1,2
CCOc1cc(/C=N/NC(N)=O)ccc1OC(=O)c1ccc(C)cc1,-10[20 µM],0,-25,-1,-6,0,-4,-5,2
Cc1ccc(NC(=O)c2cc(-c3cccs3)on2)cc1,-15[20 µM],-5,-73,-3,-9,-1,-16,-12,1
COC(=O)c1cc2c(ccn2-c2ccc(F)cc2)n1Cc1ccc(OC(C)=O)cc1,-6,-5,-19,-1,8,2,21,-21,2
CSCCC(NC(=O)/C(=C/c1ccc(F)cc1)NC(C)=O)C(=O)O (stereo not drawn),-26,-1,-8,7,-26,-1,2,-5,1
COc1ccc(N(C)C(=O)Nc2ccc3nsnc3c2)cc1,-23,-1,-11,32*,-6,-50,-4,-7,-145
CCOc1ccc(-c2csc3ncn(-c4ccc(OC)cc4)c(=O)c23)cc1,-14,-5,2,-1,-8,4,1,-4,3
COc1ccc(CN(C)C(C)C(=O)Nc2ccc(S(=O)(=O)N3CCCC3)cc2)c(OC)c1OC (stereo not drawn),-13,-8,-6,-2,-4,-1,-3,-2,4
Cn1c(Cn2c(=O)sc3ccccc32)nnc1SCC(=O)Nc1cccc(F)c1,-25,-8,28,1,-22,-1,0,-10,1
NC(=O)CSc1nnc(-c2ccccn2)n1N,-19,-6,-19,0,-10,2,-12,7,2
CC(NCc1ccc(S(N)(=O)=O)cc1)C(=O)N1CCc2ccccc21 (stereo not drawn),-15,0,-10,4,-31,2,-11,-5,0
O=C(CSc1nnnn1Cc1ccccc1)c1ccccc1,-10,-4,5,2,-5,-3,7,-6,2
C/C(Cl)=C\COc1cc(C)nc2c(Br)cccc12,-18,-5,-6,-5,-1,-1,-3,-7,-9
Cc1csc(=N)n1-c1ccc(Cl)cc1,-12,-3,29,6,6,-2,5,-10,0
CCOC(=O)c1c(NC(=O)c2cccs2)sc2c1CCCC2,-4[20 µM],-5,-326,2,-8,6,-8,-11,11
CCOC(=O)c1sc2cc([N+](=O)[O-])cc(SCC(C)C)c2c1N,-12[20 µM],5,-41,1,-21,-9,0,-28,-30
CC(C)Nc1nc(NC(C)C)nc(Oc2ccc(/C=N/O)cc2)n1,-17,-17,-31,-2,-22,nt,4,-9,nt
Cc1nc(NC(N)=S)sc1C(=O)Nc1ccccc1,-8[20 µM],-2,-16,6,-3,2,-19,-5,-1
CC(C)Cn1c(N)c(-c2nc(C(C)C)c(C(=O)c3ccccc3F)s2)c(=O)n(C)c1=O,-25,-1,22,7,-5,2,-11,-4,-3
CCc1nc2sc3ccccc3c(=O)c2c(=O)n1Cc1ccco1,-1,-13,16,5,8,6,3,-37,16
CC(C)(C)OC(=O)NCc1ccc(NC(=O)c2nc[nH]c2C(=O)N[C@@H](Cc2ccccc2)C(=O)OC(C)(C)C)cc1,-19,nt,16,nt,7,-5,-34,1,-3
CC(=O)Nc1nc(=S)n(-c2ccccc2)[nH]1,-31,0,-29,3,-15,14,-3,11,22
CCc1ccc2oc(-c3cc(N)ccc3Cl)nc2c1,-23,-7,-111,1,-10,3,-2,-12,-2
CC(C)C1Cc2c(C#N)c(N)sc(=S)c2CO1 (stereo not drawn),-17[20 µM],-5,2,-1,20,3,19,-4,-46
N#C/C(=C(\O)Cc1ccccc1)c1nc2ccccc2[nH]1,-5[20 µM],-4,-44,-5,-20,-1,-4,-3,3
COc1ccccc1NC(=O)C(=O)N/N=C/c1cccs1,0,-4,-3,7,-19,2,7,2,-2
COc1ccc(NC(=O)C(NC(C)=O)C(=O)NCc2ccccc2OC)cc1 (stereo not drawn),-22[20 µM],-2,-30,2,-15,1,-1,-22,1
CC1=NN(Cc2c(C)nn(Cc3ccccc3)c2C)C(C)(C)C1,-32,0,-13,-2,-8,1,-7,-2,1
CN(C)/C=N/c1ncc(C(=O)c2ccc(Cl)cc2)s1,3[20 µM],-12,2,-3,4,1,-26,-1,1
COC(=O)c1cn[nH]c1N,-28,-7,-41,4,-9,-3,1,-6,2
Cc1noc(C)c1COc1cccc(C(=O)OCC(=O)NC(=O)c2ccc(OC(F)F)cc2)c1,-9,-3,14,1,-22,-2,-1,-23,-10
COC(=O)c1sccc1NC(=S)N1CCN(C)CC1,-13,12,-1,6,-15,0,-10,-9,0
COC(=O)c1ccc(C2CC(=O)Nc3cc(OC)c(OC)c(OC)c32)cc1 (stereo not drawn),-11[20 µM],-4,-29,3,1,1,4,-1,-4
C=CCSc1n[nH]c(-c2ccc(OCCCC)cc2)n1,-17[20 µM],-6,20,1,-16,1,7,-9,0
Cc1ccc2nc(NC(=O)C(NS(=O)(=O)c3cccc4nsnc34)C(C)C)sc2c1 (stereo not drawn),2,4,-28,2,-1,1,-11,-22,6
CCC(=O)Nc1cccc(NC(=O)CN2CCN(c3ccccc3OC)CC2)c1,-14,-3,-21,1,-12,-1,-6,-10,-2
O=S(=O)(N1CCCCC1)N1CCCN(S(=O)(=O)N2CCCCC2)CC1,-9[20 µM],-14,24,-6,-2,1,-3,4,-2
COc1cc(C)c(/C=C(\C#N)C(=O)Nc2cccc(C)c2)cc1C(C)C,-27,-10,-237,7,-8,0,2,-45,-1
COc1ccc(N2CCN(CC(O)c3c[nH]c4ccc(OC)cc34)CC2C)cc1 (stereo not drawn),-11,-11,-6,3,-12,-1,2,-16,-9
CCCC(=O)n1nc(-c2ccc(OC)cc2)nc1N,-14[20 µM],-5,14,-1,-6,0,-5,-9,-3
CCc1nc(SCC(=O)N2CCOCC2)c2c(=O)n(C)c(=O)n(C)c2n1,-21,-3,6,4,-7,1,8,-3,-6
COc1cc(C)c(C(C)C)cc1S(=O)(=O)NCCCn1ccnc1,-30,-12,-22,0,-9,-1,2,-4,6
CCCCC(=O)Nc1cccc(-c2nc3ncccc3o2)c1,-28,-2,-69,3,-8,-1,-9,-11,1
CC1CCC2C(C1)Nc1c(C(=O)O)cccc1C2(C)C (stereo not drawn),-34,2,i,-2,-6,10,-3,-1,-12
O=C(N/N=C/c1cc(Cl)ccc1O)c1ccncc1,-12,2,5,6,-1,-35,-5,-6,-115
CCn1c(SCC(=O)Nc2ccccc2OC)nnc1-c1cnccn1,-31,-6,-19,4,-11,-2,4,-15,-1
CCCCN1C(=O)N(C)C2NC(=S)NC21 (stereo not drawn),-16,-3,-3,3,-4,0,-7,-7,-2

# 19 neighbouring records already listed:
SMILES,Furin inh,RBBP9 inhibitor,m-calpain inh,p97 ATPase inh,EBV gp42 inh,Runt-CBFb FRET,Tb hexokinase,p47phox inh,Runt-SMMHC FRET
COc1ccccc1NC(=O)C(=O)N/N=C/c1cccs1,0,-4,-3,7,-19,2,7,2,-2
COc1ccc(NC(=O)C(NC(C)=O)C(=O)NCc2ccccc2OC)cc1 (stereo not drawn),-22[20 µM],-2,-30,2,-15,1,-1,-22,1
CC1=NN(Cc2c(C)nn(Cc3ccccc3)c2C)C(C)(C)C1,-32,0,-13,-2,-8,1,-7,-2,1
CN(C)/C=N/c1ncc(C(=O)c2ccc(Cl)cc2)s1,3[20 µM],-12,2,-3,4,1,-26,-1,1
COC(=O)c1cn[nH]c1N,-28,-7,-41,4,-9,-3,1,-6,2
Cc1noc(C)c1COc1cccc(C(=O)OCC(=O)NC(=O)c2ccc(OC(F)F)cc2)c1,-9,-3,14,1,-22,-2,-1,-23,-10
COC(=O)c1sccc1NC(=S)N1CCN(C)CC1,-13,12,-1,6,-15,0,-10,-9,0
COC(=O)c1ccc(C2CC(=O)Nc3cc(OC)c(OC)c(OC)c32)cc1 (stereo not drawn),-11[20 µM],-4,-29,3,1,1,4,-1,-4
C=CCSc1n[nH]c(-c2ccc(OCCCC)cc2)n1,-17[20 µM],-6,20,1,-16,1,7,-9,0
Cc1ccc2nc(NC(=O)C(NS(=O)(=O)c3cccc4nsnc34)C(C)C)sc2c1 (stereo not drawn),2,4,-28,2,-1,1,-11,-22,6
CCC(=O)Nc1cccc(NC(=O)CN2CCN(c3ccccc3OC)CC2)c1,-14,-3,-21,1,-12,-1,-6,-10,-2
O=S(=O)(N1CCCCC1)N1CCCN(S(=O)(=O)N2CCCCC2)CC1,-9[20 µM],-14,24,-6,-2,1,-3,4,-2
COc1cc(C)c(/C=C(\C#N)C(=O)Nc2cccc(C)c2)cc1C(C)C,-27,-10,-237,7,-8,0,2,-45,-1
COc1ccc(N2CCN(CC(O)c3c[nH]c4ccc(OC)cc34)CC2C)cc1 (stereo not drawn),-11,-11,-6,3,-12,-1,2,-16,-9
CCCC(=O)n1nc(-c2ccc(OC)cc2)nc1N,-14[20 µM],-5,14,-1,-6,0,-5,-9,-3
CCc1nc(SCC(=O)N2CCOCC2)c2c(=O)n(C)c(=O)n(C)c2n1,-21,-3,6,4,-7,1,8,-3,-6
COc1cc(C)c(C(C)C)cc1S(=O)(=O)NCCCn1ccnc1,-30,-12,-22,0,-9,-1,2,-4,6
CCCCC(=O)Nc1cccc(-c2nc3ncccc3o2)c1,-28,-2,-69,3,-8,-1,-9,-11,1
CC1CCC2C(C1)Nc1c(C(=O)O)cccc1C2(C)C (stereo not drawn),-34,2,i,-2,-6,10,-3,-1,-12

# Source: PubChem BioAssay
